HIV peptide binding: inhibitors of HIV fusion peptide binding, primary screen, biochemical, uHTS, fluorescence dequenching (AID 1986); cell-free peptide binding, fluorescence dequenching, 30 min; higher % means a stronger effect; inhibition, % at 20 µM, or IC50 in µM where a hit was titrated; hit rate 0.3% among 290,000; in the data active means inhibition mostly above about 52%, no sharp cut-off; inactive means mostly below about 76%; further: some results filed as inactive read as strong as hits
MgcRacGAP inhibition: MgcRacGAP GTPase-activating activity inhibitors, confirmation, biochemical, ADP Hunter fluorescence; hit rate 0.6% among 340,000; MgcRacGAP-stimulated Rac1 GTP hydrolysis, ADP Hunter fluorescence; higher % means a stronger effect; GST-tagged Rac1 F28L mutant substrate; AID 624330; one-dose inhibition, % at 30 µM; IC50 in µM for titrated hits;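 active means first-screen hits whose inhibition reached a set limit at any dose in the follow-up dose series; inconclusive means inhibition above the set first-screen limit but never retested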;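 further: fluorescence reports GDP produced by GAP-driven GTP hydrolysis; strong numbers were not always called active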
NS5 inhibitors: flavivirus cap methylation enzyme inhibition – biochemical, confirmation dose response, primary screen (AID 588689). Dengue-2 NS5 methyltransferase capping enzyme assay, biochemical; higher % means a stronger effect. one-dose inhibition, % at 25 µM; IC50 in µM for titrated hits. hit rate 0.3% among 340,000; in the data active means a potency from the dose series; inconclusive means inhibition above about 29% without an active follow-up result
RSV CPE inhibition: inhibition of RSV-induced cytopathic effect – HEp-2 cells, primary 10 µM value included (AID 2391); HEp-2 cells, RSV-induced CPE inhibition; higher % means a stronger effect; CPE inhibition, % at 10 µM, or IC50 in µM where a hit was titrated; hit rate 0.13% among 310,000; in the data active means a potency from the dose series; inconclusive means CPE inhibition mostly from about 23% at the one dose, without a potency; inactive means the rest, 99 in 100 with CPE inhibition below about 21%; further: strong numbers were not always called active
GPR35 antagonists: inhibition of zaprinast-stimulated GPR35 beta-arrestin translocation – imaging, U2OS, beta-arrestin-GFP, zaprinast agonist, primary screen (AID 2058); hit rate 0.052% among 290,000; U2OS GPR35 beta-arrestin-GFP translocation imaging, zaprinast antagonism; higher % means a stronger effect; inhibition, % at 10 µM, or IC50 in µM where a hit was titrated;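 active means inhibition of at least 50% with at least 30 cells and total cytoplasm GFP at most 10,000,000; inconclusive means under 30 cells or total GFP of 10,000,000 plus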
SV40 large T antigen: TAg ATPase/helicase activity blockers – biochemical (AID 1903); SV40 large T antigen ATPase/helicase inhibition assay; higher % means a stronger effect; one-dose inhibition, % at 20 µM; IC50 in µM for titrated hits; hit rate 0.39% among 310,000; in the data active means a potency from the dose series; inconclusive means inhibition mostly from about 32% at the one dose, without a potency; inactive means the rest, 99 in 100 with inhibition below about 32%; further: strong numbers were not always called active
GPR55 antagonists: inhibition of LPI-stimulated GPR55 beta-arrestin translocation – imaging, U2OS, beta-arrestin-GFP, LPI agonist, primary screen (AID 2013). U2OS GPR55 beta-arrestin-GFP translocation imaging, LPI antagonism; higher % means a stronger effect. inhibition, % at 10 µM, or IC50 in µM where a hit was titrated. hit rate 0.13% among 290,000;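 active means spots per cell inhibited over 60%, with over 100 cells counted and total cytoplasm intensity under 500,000; inconclusive means wells with under 100 cells, flagged as likely toxic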;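 further: U2OS cells stably carrying GPR55 and arrestin-GFP stimulated by 5 µM LPI near EC80; imaged beta-arrestin-GFP aggregate spots per cell after agonist stimulation; plate controls were LPI-stimulated DMSO wells for no effect and DMSO wells without LPI for full effect; some results filed as inactive read as strong as hits; confirmed hits need IC50 under 10 µM and bright autofluorescent wells are also inconclusive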
K1F lysis inhibition: protection from phage-mediated lysis, alamar blue read-out – E. coli UTI89, K1F phage, bacterial capsule biogenesis inhibitors (AID 488966); E. coli UTI89 K1F phage lysis, alamar blue, 2 h; higher % means a stronger effect; one-dose inhibition, % at 100 µM; IC50 in µM for titrated hits; hit rate 0.02% among 340,000;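 active means phage lysis inhibition, versus mean bacterial control, above a set limit; inconclusive means no clear call, values can overlap the other calls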;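 further: capsule biogenesis inhibitors block K1F phage lysis so surviving cells raise fluorescence; higher fluorescence means more inhibition of phage lysis; actives were called in the ten point dose series up to 300 µM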
Salmonella PhoP GFP: inhibitors of PhoP regulon expression, primary screen, Salmonella Typhimurium, GFP reporter (AID 1863); hit rate 0.16% among 300,000; S. Typhimurium PhoP-regulated promoter GFP reporter, 4 h; higher % means a stronger effect; inhibition, % at 50 µM; hits with a dose series show IC50 in µM;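 active means inhibition over 29.93%, a cutoff 3 SD above the screen mean, later confirmed by dose response; inconclusive means inhibition over 29.93% but no dose response follow-up; inactive means inhibition at most 29.93% or unconfirmed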;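 further: 0% = low Mg2+ inducing control and 100% = high Mg2+ repressing control; strong numbers were not always called active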
NS5 inhibitors pilot replicate: also measured in NS5 inhibitors; calls as there; inhibition, %; measured here: pilot screen replicate inhibition
The depositor's hits bear a star; ? = inconclusive; · = not tested or not shown; [ ] = dose if it differs, or a comment.

SMILES | HIV peptide binding | MgcRacGAP inhibition | NS5 inhibitors | RSV CPE inhibition | GPR35 antagonists | SV40 large T antigen | GPR55 antagonists | K1F lysis inhibition | Salmonella PhoP GFP | others
C=CCn1cc(C(=O)NCCOC)c(=O)c2cc(S(=O)(=O)N3CCCCCC3)ccc21 | -0.8% | -2% | -12% | 6.4% | -2% | 13% | 0% | -0.1% | 0%
Cc1ccc(-c2c[n+](Cc3ccc(Cl)c(Cl)c3)c3n2CCC3)cc1 | -2.1% | 7% | -3% | 5.2% | -7% | 5% | 18% | 0.9% | -11%
Nc1ccc(C(=O)Nc2ccco2)cc1 | -0.1% | 10% | -8% | 0.9% | 3% | 33% | -3% | 0.5% | 4%
CCCc1nc2c(s1)CCc1onc(-c3ccc(Cl)cc3)c1-2 | · | -2% | -3% | 0.6% | · | 1% | · | 0.0% | ·
CCCOc1ccc(/C=N/n2nnnc2N)cc1OC | 0.3% | 10% | -1% | 5.5% | 11% | 9% | 10% | 0.1% | 7%
O=[N+]([O-])c1cccc(S(=O)(=O)Nc2nc3ccccc3nc2Nc2cccc(S(=O)(=O)N3CCCCC3)c2)c1 | 14µM* | 5% | 21% | · | -32% | 7% | 5% | -0.2% | -6%
Cc1ccc(C(C(=O)NC2CCCCC2)N2CCOCC2)cc1 (configuration not stated) | -1.0% | -2% | -4% | 1.7% | 5% | -1% | 18% | 1.1% | -6%
Cc1no[n+]([O-])c1COc1ccc(/C=N/n2nnnc2N)cc1 | -2.6% | 6% | -2% | 1.0% | · | 5% | 11% | 7.7% | -14%
CC(=O)NN1C(=O)/C(=C\c2ccc(Br)o2)SC1=S | 46% | 40% | -4% | 2.9% | 10% | 32% | 10% | -4.5% | 22%
COc1ccc(C2(C(=O)N3CCOCC3)CCCC2)cc1 | -2.1% | 6% | -9% | 2.9% | -8% | 7% | 9% | 0.2% | 7%
COc1ccc(CN2CCCC(CO)(Cc3cccc(Cl)c3)C2)cc1OC (configuration not stated) | -0.3% | 11% | -6% | -1.0% | -9% | 8% | 8% | 0.4% | -3% | NS5 inhibitors pilot replicate=3.9
O=C1NC(c2ccccc2)(C(F)(F)F)C(=O)N1Cc1cccnc1 (configuration not stated) | 0.3% | 8% | 7% | 0.2% | 28% | 0% | -8% | 0.4% | -11%
CCOc1ccc(/C(O)=C2/C(=O)C(=O)N(CCOCCO)C2c2ccc(F)cc2)cc1 (configuration not stated) | 0.5% | 7% | 2% | 1.5% | 8% | -1% | 5% | 0.7% | 4%
Cc1onc(-c2ccccc2)c1C(=O)N(C)CCc1ccccn1 | -0.9% | 6% | 2% | 2.6% | 17% | 23% | 22% | 0.1% | -4%
CCN(CC)C(=O)C1CCN(S(=O)(=O)c2cccc3nonc23)CC1 | -1.7% | -4% | 3% | 3.2% | -3% | 6% | 6% | 2.6% | -5%
O=S(=O)(c1cccc2nsnc12)N1CCNCC1 | -1.2% | 4% | -3% | -0.4% | -4% | 4% | 11% | 0.0% | 5%
COc1ccc(/C=C2\CCc3ccccc3C2=O)cc1Cn1nc(C)cc1C | 0.7% | -1% | -6% | 15% | 2% | 3% | 7% | -0.1% | 13%
O=C(CSc1nnc(CNC(=O)c2ccco2)o1)Nc1ccccc1F | -0.8% | 10% | -8% | 2.2% | -1% | 1% | 5% | 0.6% | 5%
CC(NCCc1ccc(S(N)(=O)=O)cc1)C(=O)NCCc1ccc(F)cc1 (configuration not stated) | 0.6% | 22% | -4% | 0.4% | 9% | 5% | 4% | 0.2% | -6%
CCn1c(C(=O)O)c(CC(=O)NC2CCCCCC2)c2ccccc21 | 1.6% | 10% | -4% | 2.5% | -1% | 18% | 3% | 0.1% | -4%

Reprinted at random: two compounds from above.
SMILES | HIV peptide binding | MgcRacGAP inhibition | NS5 inhibitors | RSV CPE inhibition | GPR35 antagonists | SV40 large T antigen | GPR55 antagonists | K1F lysis inhibition | Salmonella PhoP GFP | others
CCN(CC)C(=O)C1CCN(S(=O)(=O)c2cccc3nonc23)CC1 | -1.7% | -4% | 3% | 3.2% | -3% | 6% | 6% | 2.6% | -5%
CCn1c(C(=O)O)c(CC(=O)NC2CCCCCC2)c2ccccc21 | 1.6% | 10% | -4% | 2.5% | -1% | 18% | 3% | 0.1% | -4%

New compounds follow
SMILES | HIV peptide binding | MgcRacGAP inhibition | NS5 inhibitors | RSV CPE inhibition | GPR35 antagonists | SV40 large T antigen | GPR55 antagonists | K1F lysis inhibition | Salmonella PhoP GFP | others
CCN(CC)c1ccc(NC(=O)c2c(OC)cccc2OC)c(C)c1 | -1.6% | 8% | 8% | 1.0% | 22% | 25% | -11% | -0.1% | -7%
COc1ccc(Cn2nc(C)cc2C)cc1OC | -2.3% | 1% | 2% | 0.0% | 1% | 5% | 5% | 3.8% | -1%
CCOCc1nnc(NC(=O)C2CC(=O)N(CCc3ccc(F)cc3)C2)s1 (configuration not stated) | 4.4% | 12% | -7% | 2.2% | -7% | 1% | -6% | 0.0% | 5%
COc1ccccc1NC(=O)c1ccccc1NS(C)(=O)=O | 1.7% | 3% | -2% | 1.8% | -15% | 8% | 15% | -0.8%[50 µM] | 20%
COc1ccc(C(=O)C/C(=C\C(=O)c2ccc(C)cc2)c2ccccc2)cc1 | 3.6% | 5% | -1% | 21% | 15% | 8% | 15% | 0.1% | -5%
COc1cccc(N2C(=O)CC(N3CCN(C(=O)c4ccco4)CC3)C2=O)c1 (configuration not stated) | 1.3% | -7% | -11% | 1.6% | 16% | 0% | -2% | -0.2% | 5%
O=C(NCCc1ccco1)C(=O)NCC1OCCCN1S(=O)(=O)c1cc(F)ccc1F (configuration not stated) | -0.2% | 8% | -2% | 2.4% | 7% | 20% | 15% | 1.2%[50 µM] | -7%
CNC(=S)Nc1cccc([N+](=O)[O-])c1 | -1.4% | 5% | -1% | 0.5% | -16% | 8% | 3% | 0.0% | -1%
Cn1c(=O)[nH]c(NC2CCCCC2)c([N+](=O)[O-])c1=O | -0.4% | 6% | -5% | 0.6% | -12% | 5% | 12% | 0.2% | -31%
COc1ccc(C2=NS(=O)(=O)N(C)C(C(=O)Nc3ccc(C(C)=O)cc3)=C2)cc1OC | 1.0% | 9% | -3% | 15% | -6% | 22% | -5% | 0.1% | -8%
COC(=O)c1cc2c(ccn2-c2ccc(F)cc2)n1CC(=O)C(C)(C)C | -1.0% | 5% | 2% | 1.8% | 1% | 10% | -5% | 1.2% | -5%
CC(=O)C1=C(O)C(=O)N(Cc2ccccc2)C1c1ccc(Cl)cc1 (configuration not stated) | 2.8% | 18% | 0% | 5.6% | -14% | 10% | 6% | 0.3% | -8%
CC1CN(c2nc(-c3ccc(Br)cc3)nnc2-c2ccccc2)CC(C)N1 (configuration not stated) | -2.9% | 17% | -5% | ? | 12% | 2% | 9% | 0.1% | -7%
CCN(CC)CCNC(=O)c1cc2c(-c3cccc(OC)c3)nn(C)c2s1 | -0.4% | 5% | 0% | -1.7% | -2% | 3% | -2% | -0.4% | ·
CC1Sc2ccc(S(=O)(=O)N3CCC(C(=O)N(C)Cc4ccco4)CC3)cc2NC1=O (configuration not stated) | 1.3% | 5% | -19% | ? | 15% | 6% | -6% | 0.0% | -1%
Cc1ccnn1CCC(=O)N1CCCC(N2CCN(c3cccc(Cl)c3)CC2)C1 (configuration not stated) | -0.2% | 6% | -21% | · | 1% | 5% | 5% | 0.2% | 2%
Cc1ccc(CSc2nnc(-c3ccc(S(=O)(=O)N4CCCC4)cc3)o2)cc1 | -2.0% | 6% | -2% | 1.2% | 5% | 7% | -6% | 0.1% | -2% | NS5 inhibitors pilot replicate=0.9
CSc1ccccc1C(=O)OCC(=O)N1CCN(C(C)=O)CC1 | · | 8% | 4% | 0.3% | · | · | · | 0.9%[50 µM] | ·
Cc1cccc(NS(=O)(=O)c2cn(C)c(=O)n(C)c2=O)c1C | -0.8% | 8% | -1% | 2.5% | -7% | 17% | -6% | 0.1% | ·
COc1ccc(/C=N/OCC(=O)NC(c2ccccc2)c2ccccc2)cc1OC | 1.2% | 5% | -3% | 0.5% | -11% | 9% | 14% | 1.9% | 11%
CCCN(Cc1nnc(-c2ccccc2Cl)o1)C(=O)c1cc(S(=O)(=O)N2CCOCC2)ccc1F | · | 3% | 1% | -1.1% | · | 10% | · | 0.8%[50 µM] | -1%
S=C(Nc1cccc(Cl)c1Cl)N1CCCC1 | -1.5% | 7% | -4% | 0.6% | -10% | 5% | 12% | 0.0% | 1%
Cc1cccc(C(=O)Nc2nnc(SCC(=O)NC3CC3)s2)c1 | -0.8% | 3% | 0% | 0.9% | 4% | 6% | 9% | 0.3% | -4%
N#CC1=C(N)SC(N)=C(C#N)C1Cc1ccccc1 | -3.1% | 12% | ? | -1.9% | -11% | 15% | -9% | -0.1% | -1%
C=CCNc1nc(N2CCCC2)nc2ccccc12 | 2.8% | 15% | -5% | 3.0% | 17% | 5% | 16% | 0.0% | 7%
CCOC(=O)c1ccc(NC(=O)CN2C(=O)C(C)SC(C)C2=O)cc1 (configuration not stated) | 0.4% | 8% | · | 0.7% | 6% | 0% | 1% | 0.4% | 5%
CCN(C(=O)CSc1nnnn1-c1ccccc1OC)C1CCS(=O)(=O)C1 (configuration not stated) | · | 2% | 5% | -0.1% | · | 13% | · | 1.0%[50 µM] | 2%
CCN1CCN(c2nnc(-c3ccc(F)cc3)c3ccccc23)CC1 | 0.3% | 6% | -8% | 0.1% | 3% | 6% | 0% | 0.0% | 9%
CN1CCN(CCNC(=O)c2cn(Cc3ccccc3F)nn2)CC1 | -0.7% | -4% | · | -0.2% | 8% | · | 10% | -1.3% | ·
Cc1ccc(-n2nc3c(c2NC(=O)CC(C)C)CS(=O)(=O)C3)c(C)c1 | -0.4% | 10% | -8% | 2.6% | 5% | 8% | -1% | 0.3% | -2%
CCOCCCn1c(=S)[nH]c2cc(C(=O)NCCc3ccc(OC)c(OC)c3)ccc2c1=O | -1.4% | -11% | 3% | 1.1% | 12% | 1% | 2% | 0.1% | 3%
Cn1c(CN2CCCC2)nc2cc(NS(=O)(=O)c3ccc(Cl)cc3)ccc21 | 1.3% | 0% | 6% | -0.3% | 10% | 16% | -2% | -0.6% | 13%
Cc1c(Cl)cccc1NC(=S)NC(=O)CCN1C(=O)c2ccccc2C1=O | 1.5% | 10% | 4% | 1.7% | 3% | -55% | 14% | 0.7% | 25%
